# D1 antag = human D1 dopamine receptor antagonism; actives 3.2% (n = 360,000); AID 504652; P21728; HEK293 TREx D1 cells, calcium flux, dopamine EC80; stronger effect = lower value; activity change, negative = inhibition, % at 10 µM; in the data active means activity change below about -30%; further: on the % scale 0 is the no-effect control and ±100 the full control effect
#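 Tetracycline-induced HEK293 T-REx cells with force-coupled D1 receptor were loaded with a no-wash calcium dye. Compound was added after a 10 s baseline and read kinetically for 180 s; EC80 dopamine was then added and calcium flux followed another 180 s.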
# D1 PAM = potentiators of human D1 dopamine receptor. P21728. HEK293 TREx D1 cells, calcium flux, dopamine EC20 potentiation. potentiation, % at 10 µM. actives 0.036% (n = 360,000); in the data active means potentiation above about 30%; further: 0% is about no effect
# Vif-A3G inh = Vif-A3G binding inhibition | Potency, µM (titrated, usually from 46.1 µM), for inactives: at the top dose activity, negative = active, actives largely listed as inhibitors | AID 602310 | actives 0.076% (n = 410,000) | HeLa A3G-eYFP + Vif (tagged APOBEC3G with the HIV-1 protein that degrades it), YFP fluorescence, overnight;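 further: potency means the concentration at half of the fitted maximal effect; on the % scale 0 is the no-effect control and ±100 the full control effect; nearly all actives have a fitted effect of over 60% in size; hits raise eYFP signal because A3G escapes Vif-driven loss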
# Target sequence (Q9HC16 whole entry, looked up): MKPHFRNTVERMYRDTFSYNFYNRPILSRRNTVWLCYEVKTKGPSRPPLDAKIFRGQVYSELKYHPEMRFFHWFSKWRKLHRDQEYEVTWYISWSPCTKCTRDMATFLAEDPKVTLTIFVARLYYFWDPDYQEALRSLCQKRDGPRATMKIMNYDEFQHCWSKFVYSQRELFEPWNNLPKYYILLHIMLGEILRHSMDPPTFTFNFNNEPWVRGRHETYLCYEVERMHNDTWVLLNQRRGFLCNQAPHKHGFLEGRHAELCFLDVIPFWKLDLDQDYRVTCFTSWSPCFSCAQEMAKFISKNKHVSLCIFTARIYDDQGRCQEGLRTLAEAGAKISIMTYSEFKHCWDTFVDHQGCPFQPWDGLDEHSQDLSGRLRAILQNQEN
#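 HeLa cells stably expressing Vif and C-terminally eYFP-tagged A3G, seeded overnight at 37 deg C, then exposed to compound by pintool overnight at 37 deg C. Rise in yellow fluorescence (Ex 488/Em 500-530, Acumen) marks blocked Vif-driven A3G degradation.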
# RXFP1 agonist = activates the human relaxin receptor RXFP1. Q9HBX9. HEK293T-RXFP1 cAMP TR-FRET, 30 min; response scale: percent of porcine relaxin response, buffer zero. Potency, µM (top dose mostly 57.5 µM), for inactives: at the top dose activation, hits mostly activators. actives 0.3% (n = 370,000). AID 2676; further: potency means the concentration at half of the fitted maximal effect; on the % scale 0 is the no-effect control and ±100 the full control effect; nearly all actives have a fitted effect of over 60% in size; many of its hits are not listed in these tables
#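 cAMP rise read by TR-FRET after 30 min, 37C compound exposure (up to 58 uM) in RXFP1-transfected HEK293 cells with Ro 20174 present. EC50 from Hill-equation fits, with 29 nM porcine relaxin as 100% and buffer as basal.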
# LDHA inh = inhibitors of human lactate dehydrogenase A; P00338; purified LDHA, NADH/diaphorase-resazurin fluorescence; stronger effect = lower value; activity change, % (values are at about 110 or 230 µM); actives 0.15% (n = 480,000); in the data active means activity change below about -30%; inconclusive means mostly about -25% to -30%;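 further: plate controls were DMSO wells for no effect and wells without enzyme for full effect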
#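 Enzyme activity of human lactate dehydrogenase 5 (2 nM; 0.06 mM NADH, 0.2 mM pyruvate, 5 min, RT) is measured via a resazurin/diaphorase fluorescence readout of residual NADH.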
# GRP78 ERSR act = induces the endoplasmic reticulum stress response in human glioma cells; U87-MG GRP78 promoter luciferase reporter, 16 h; Potency, µM, for the others: at the highest dose activation, most hits filed as activators; actives 0.02% (n = 420,000); AID 602332; further: potency means the concentration at half of the fitted maximal effect; series mostly up to about 76 µM; % of control where 0% means no effect; nearly all actives have a fitted effect of over 35% in size
#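 Stably transfected U87-MG glioma cells carrying a GRP78-based luciferase sensor; 16 h compound incubation. Luminescence end-point read 10 min after Bright-Glo addition at room temperature.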
# D1 ag = human D1 receptor agonism. actives 1% (n = 360,000). activation, % at 2 µM. AID 504660. P21728. HEK293 T-REx D1 cells, calcium flux, agonist mode; in the data active means activation above about 30%; further: 0% is about no effect
#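 Tetracycline-induced HEK293 TREx D1 cells, force-coupled to calcium signalling, were dye-loaded with a no-wash calcium kit. Compound was pin-added after a 10 s baseline. Fluorescence was read kinetically at 1 cycle/s for 180 s, with calcium rises flagged as agonism.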
# Vif-APOBEC3F blk = Vif-A3F binding inhibition. Potency, µM (titrated, usually from 46.1 µM), without a hit: at the top dose activity, negative = active. actives 0.2% (n = 390,000). HeLa A3F-eYFP + Vif (tagged APOBEC3F with the HIV-1 protein that degrades it), YFP fluorescence increase; further: potency means the concentration at half of the fitted maximal effect; % of control where 0% means no effect; nearly all actives have a fitted effect of over 65% in size
#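 HeLa cells stably expressing Vif plus C-terminally eYFP-tagged A3F were seeded, incubated overnight at 37 deg C, dosed with compound, incubated overnight again at 37 deg C. Yellow fluorescence (Ex 488/Em 500-530) reported blocked Vif-mediated A3F-eYFP degradation.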
# D2 PAM = D2 dopamine receptor (human) potentiation; P14416; HEK293 T-REx D2, calcium flux, EC20 dopamine potentiation; potentiation, % at 10 µM; actives 0.34% (n = 340,000);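 active means potentiation over 3 SD above the plate norm, cut at about 30% in these data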; further: 0% is about no effect
# Target sequence (P14416 whole entry, looked up): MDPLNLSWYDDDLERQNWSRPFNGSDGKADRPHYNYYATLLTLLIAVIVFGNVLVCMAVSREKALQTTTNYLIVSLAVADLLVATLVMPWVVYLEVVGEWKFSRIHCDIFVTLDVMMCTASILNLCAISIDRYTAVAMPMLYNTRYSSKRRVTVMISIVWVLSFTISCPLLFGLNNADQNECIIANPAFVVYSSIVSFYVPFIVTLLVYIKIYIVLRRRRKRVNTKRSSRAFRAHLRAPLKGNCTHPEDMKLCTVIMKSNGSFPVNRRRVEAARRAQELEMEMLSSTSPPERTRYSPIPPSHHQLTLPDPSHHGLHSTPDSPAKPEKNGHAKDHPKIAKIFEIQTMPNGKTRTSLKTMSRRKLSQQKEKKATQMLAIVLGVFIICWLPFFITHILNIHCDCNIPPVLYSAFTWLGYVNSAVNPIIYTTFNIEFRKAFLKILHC
#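 Calcium flux readout, no-wash dye, 1 read/s. Inducible HEK293 Trex D2 line, overnight 30 C. Compound alone 180 s (agonist flags), then EC20 dopamine, another 180 s to score potentiation.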
# An asterisk follows results filed as active; u = inconclusive; x = not tested or not shown; & = joins results of further samples. Unless noted, the call rests on the fitted dose curve; in most records, active means well fitted curve in the direction sought with a large enough effect; inconclusive means small, poorly fitted or top-dose-only effect, or another doubt; inactive means no such curve, though single readings can be large; an effect the other way counts as inactive or inconclusive.
# Preview:
SMILES	LDHA inh	Vif-APOBEC3F blk	D1 antag	D1 PAM	D1 ag	GRP78 ERSR act	Vif-A3G inh	RXFP1 agonist	D2 PAM
CCCn1c(SCc2nc3sc(C)c(C)c3c(=O)[nH]2)nc2ccccc2c1=O	-0.8	-11.4%	9.1	2.4	1.1	-3.4%	-0.4%	3.3%	-16.2
Cc1ccc2[nH]c3c(c2c1)CCC3=O	-7.6	-12.2%	-13.6	-5.8	2.8	1.0%	-20.9%	3.1%	2.6

# Results, from the start:
SMILES	LDHA inh	Vif-APOBEC3F blk	D1 antag	D1 PAM	D1 ag	GRP78 ERSR act	Vif-A3G inh	RXFP1 agonist	D2 PAM
CCCn1c(SCc2nc3sc(C)c(C)c3c(=O)[nH]2)nc2ccccc2c1=O	-0.8	-11.4%	9.1	2.4	1.1	-3.4%	-0.4%	3.3%	-16.2
Cc1ccc2[nH]c3c(c2c1)CCC3=O	-7.6	-12.2%	-13.6	-5.8	2.8	1.0%	-20.9%	3.1%	2.6
CCCCc1nnc(SCc2ccc(OCC)cc2)n1N	-6.6	2.3%	-8.3	-2.5	4.0	-4.5%	0.3%	1.0%	-2.8
COc1cc(C2C(C#N)=C(N)Oc3cc(C)oc(=O)c32)ccc1OC(=O)N1CCOCC1 (stereo not drawn)	-8.2	-5.5%	7.3	-0.2	1.6	-3.8%	0.1%	0.2%	-0.7
CCC(Oc1ccccc1)C(=O)N(Cc1ccccc1)c1ccccn1 (stereo not drawn)	-1.9	-1.1%	5.3	-5.9	1.4	-2.6%	-9.9%	0.5%	-8.6
CCCCCCCC(=O)NN=C1CCN(Cc2ccccc2)CC1	0.1	14.8%	-2.5	-1.1	2.7	-3.9%	1.3%	-1.0%	-1.0
Cc1ccc(Cn2c(/C=C/c3ccco3)nc3ccccc32)cc1	-4.0	-29.0%	-4.1	0.1	7.2	u	u	1.1%	-8.4
CN(Cc1ccccc1F)C(=O)CN1c2cccc3cccc(c23)S1(=O)=O	-1.5	0.4%	-10.8	-4.8	1.8	-2.9%	0.0%	1.9%	13.1
CCOCC(=O)Nc1cc(C(=O)NCCC(C)C)ccc1Cl	x	x	-9.7	-3.6	1.9	x	x	-0.4%	14.2
Oc1cc(NCCc2cccnc2)cc2cccnc12	9.0	3.7%	-2.0	-1.5	3.5	-10.5%	u	-0.4%	x
O=C(OC1CCOC1=O)c1cc(Cl)ccc1[N+](=O)[O-] (stereo not drawn)	-0.9	0.1%	-17.8	-5.6	4.1	1.5%	0.3%	-2.4%	2.9
Cc1csc2nc(CNC(=O)CCC(=O)O)cn12	1.1	-4.5%	8.5	-7.9	0.7	0.0%	0.5%	0.6%	-3.9
Cc1ccc(C(=O)c2ccccc2C(=O)OCC(=O)NC(C)(C)C)cc1	-11.5	9.3%	-8.4	-3.5	-2.2	-1.2%	1.2%	-0.5%	-1.5
CCCCCCSC1=C(C#N)C(c2ccc(O)cc2)CC(=O)N1 (stereo not drawn)	-3.9	-1.2%	-1.0	1.5	0.5	-1.5%	2.1%	0.4%	x
Cc1ccc(OCC(=O)Nc2ccc(CN3CCOCC3)cc2)cc1C	1.5	7.3%	-9.6	-3.5	4.9	-3.0%	-4.3%	0.9%	-6.2
O=C1CCCN2N=C(SCC(=O)Nc3ccc(Br)cc3)SC2=N1	-2.8	-6.2%	-8.8	-10.3	11.7	-5.1%	-6.0%	5.5%	2.3
Nc1ccc(Br)c[n+]1Cc1cccc2cccnc12	-12.1	2.0%	-23.9	-0.8	2.0	-5.7%	0.4%	2.2%	-9.0
C=CCNCCCOc1ccc(Cl)cc1C(C)(C)C	-17.5	2.6%	3.7	-1.9	18.7	-1.2%	0.9%	0.1%	-8.5
COc1ccc(C(=O)N(Cc2ccco2)Cc2ccc(C)o2)cc1	1.4	-16.3%	-10.9	-3.2	0.5	-1.3%	2.6%	-2.2%	4.0
O=S(=O)(Nc1ccc(F)cc1)c1ccc(NS(=O)(=O)c2cccs2)cc1	-5.8	-0.1%	2.9	-0.5	0.9	-2.5%	-7.4%	0.1%	x
O=C(NCCCn1ccnc1)c1cc2nc(-c3ccc(Br)cc3)cc(C(F)(F)F)n2n1	5.8	5.6%	-22.0	-6.3	-1.9	-15.7%	0.7%	1.4%	8.0
CC12CCC(C/C1=N/O)C2(C)C (stereo not drawn)	-5.1	7.7%	0.7	5.0	0.4	-2.3%	2.4%	0.5%	11.1
Cc1onc(-c2ccccc2Cl)c1C(O)c1ccc(F)cc1 (stereo not drawn)	-2.0	12.0%	-7.5	-5.0	1.9	-4.9%	3.7%	4.4%	-11.8
CCC(c1nnnn1Cc1ccco1)N(CCc1ccccc1)Cc1cc2ccc(OC)cc2[nH]c1=O (stereo not drawn)	4.9	-1.4%	27.0	2.4	0.8	-5.6%	-10.1%	1.8%	5.8
CCOC(=O)c1c(C)nc2c(C)cccn12	-4.1	9.1%	x	-3.4	2.9	0.9%	-0.3%	0.3%	-12.2
O=C(NCCCN1CCCC1=O)c1cc(NS(=O)(=O)c2ccc(F)cc2)cc(NS(=O)(=O)c2ccc(F)cc2)c1	-1.9	9.5%	-7.3	-0.2	1.8	-4.0%	2.9%	-2.1%	-2.0
CC1(C)CC(NS(=O)(=O)c2ccc3ccccc3c2)CC(C)(C)N1	-0.3	3.0%	-5.3	-2.5	3.4	-3.7%	0.6%	2.7%	12.3
Cn1nccc1C(=O)NC1CCCc2c1cnn2-c1cc(F)cc(F)c1 (stereo not drawn)	-2.5	-3.7%	-0.5	2.2	18.3	u	-0.9%	-0.6%	5.0
Cc1nn(C)c2ncc(C(N)=O)c(Oc3ccc(Cl)cc3)c12	-11.7	5.4%	3.0	1.6	3.0	-3.3%	-0.7%	3.9%	-0.6
Cc1ccc(CN2CCSc3ccc(C(=O)Nc4ccc(F)cc4F)cc32)cc1	5.1	-2.2%	-2.5	-2.5	3.1	0.0%	-1.9%	7.3%	-12.0
CCOC(=O)c1c(NC(=O)c2nc(S(C)(=O)=O)ncc2Cl)sc(C(C)=O)c1C	1.2	1.7%	-31.2*	2.0	1.1	0.4%	-1.9%	16.5%	-2.3
COc1ccc([N+](=O)[O-])cc1NC(=O)CCN1CCOCC1	0.2	-2.3%	5.5	-10.9	2.9	-2.1%	0.6%	4.4%	0.1
CCN1CCN(CCOc2cccc(Oc3ccccc3)c2)CC1	-32.9*	8.3%	2.2	3.1	7.1	-0.5%	8.6%	0.5%	x
C[C@H](CCC(=O)O)[C@H]1CC[C@H]2[C@@H]3[C@H](O)C[C@@H]4C[C@H](O)CC[C@]4(C)[C@H]3C[C@H](O)[C@]12C	1.4&-1.0&-5.0	-4.9%&3.3%&5.3%	-3.9&-15.2	-4.5&-1.9	6.8&1.3	0.2%&0.6%&-1.8%	-0.1%&3.6%&2.5%	1.0%&1.2%	-1.7&-6.0
COc1cc(CC(=O)N/N=C/c2ccccc2)c([N+](=O)[O-])cc1OC	x	x	-9.0	-5.3	7.4	x	x	-1.1%	10.7
CC(C)CC1NC(=O)N(CC(=O)Nc2cc(S(=O)(=O)N3CCOCC3)ccc2Cl)C1=O (stereo not drawn)	0.9	3.7%	x	x	x	-4.0%	-1.6%	x	x
COc1cc(C=NOC(=O)Nc2ccccc2)cc(OC)c1OC	-3.7	3.1%	x	x	x	2.8%	-2.9%	x	x
C=CCn1c(SCC(=O)c2c(N)n(C)c(=O)n(C)c2=O)nc2sc(CC)cc2c1=O	-10.7	-0.5%	20.1	-2.3	1.8	0.1%	-0.4%	2.6%	5.7
Cc1cc(C2(c3cc(C)c(NC(=O)CN4CCOCC4)c(C)c3)CCCCC2)cc(C)c1NC(=O)CN1CCOCC1	-2.5	2.7%	5.0	-1.6	0.5	-3.2%	-0.5%	-2.3%	0.5
O=C(Cn1cc(C(F)(F)F)ccc1=O)OCC(=O)c1ccc[nH]1	1.6	2.7%	x	x	x	-6.1%	-0.2%	x	x
O=C1C(Cl)=C(N2CCCCCC2)C(=O)N1c1ccc(Br)cc1	-8.0	-1.7%	31.1	-2.6	4.8	2.6%	-5.0%	-2.1%	-1.7
COc1ccccc1N1C(=O)CSC1=S	-5.2	1.0%	18.0	6.8	3.7	-1.3%	0.7%	0.6%	31.8*
COc1ccc(C(=O)Nc2cccc(C(=O)N3CCCCC3)c2)cc1	-4.4	7.1%	35.9	3.8	4.7	-3.4%	0.5%	1.6%	-8.5
Cc1ccsc1C(=O)OCC(=O)NC1CC1	3.0	-12.2%	x	x	x	-1.4%	1.4%	x	x
Cc1ccsc1/C=C1\SC(N2CC(C)OC(C)C2)=NC1=O (stereo not drawn)	0.0	-0.3%	-2.8	6.8	0.2	1.9%	-10.6%	-1.0%	-6.8
Cc1ccc(S(=O)(=O)CCc2ccccn2)cc1	-6.0	-0.1%	6.8	-2.2	-0.5	-5.8%	-1.4%	-0.7%	-3.2
N/C(=N\OC(=O)c1ccc(Cl)cc1)c1cccnc1	-10.2	5.2%	6.0	-5.7	-1.7	3.8%	-2.1%	2.5%	-10.4
O=C(c1ccc(Cl)cc1)c1ccc(OCC(O)CN2CCOCC2)cc1 (stereo not drawn)	-0.7	0.9%	-27.0	-6.0	15.0	0.3%	1.2%	0.2%	2.0
O=C(CCc1ccccc1)NC1CCS(=O)(=O)C1 (stereo not drawn)	-5.6	6.5%	-5.5	-5.2	3.6	-5.5%	1.7%	2.1%	-1.3
COc1ccc(-c2cn3cccnc3n2)cc1NC(=O)C(C)Oc1ccccc1 (stereo not drawn)	-2.5	1.8%	-2.9	4.0	0.2	1.9%	0.4%	7.8%	10.8
O=C(CCc1c[nH]c2ccccc12)NCCc1ccc(Cl)cc1	-5.7	-11.8%	-32.6*	-0.2	-0.2	-2.0%	-0.2%	-1.2%	26.4
Cc1cc(C)c2c(c1)OC(=O)CC2c1ccc2c(c1)OCO2 (stereo not drawn)	0.0	1.7%	x	x	x	-3.7%	1.9%	x	x

# An excerpt. The share of hits here may be higher or lower than overall.
